Screening data from PubChem BioAssay.
mIAP inh: blocks mouse intestinal alkaline phosphatase; inhibition, % at 10 µM; 0.2% of 330,000 active; purified mouse IAP, CDP-Star luminescence, 30 min;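 active means inhibition of at least 40% at 10 µM in the primary screen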;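 further: plate controls were DMSO with enzyme for no effect and no enzyme wells for full effect; values of inactives mirror those of a sister screen read the other way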
APOBEC3G inh: blocks human APOBEC3G single-stranded DNA deamination; Q9HC16; recombinant A3G, ssDNA deamination FAM/TAMRA fluorescence; inhibition, % at 20 µM; 0.28% of 330,000 active; AID 493012;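 active means inhibition of at least 40% at 20 µM, with no more than 30% in the related APOBEC3A deaminase screen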;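 further: plate controls were DMSO wells with A3G for no effect and wells lacking A3G enzyme for full effect; some compounds called inactive have numbers as strong as hits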
Target sequence (Q9HC16 whole entry, looked up): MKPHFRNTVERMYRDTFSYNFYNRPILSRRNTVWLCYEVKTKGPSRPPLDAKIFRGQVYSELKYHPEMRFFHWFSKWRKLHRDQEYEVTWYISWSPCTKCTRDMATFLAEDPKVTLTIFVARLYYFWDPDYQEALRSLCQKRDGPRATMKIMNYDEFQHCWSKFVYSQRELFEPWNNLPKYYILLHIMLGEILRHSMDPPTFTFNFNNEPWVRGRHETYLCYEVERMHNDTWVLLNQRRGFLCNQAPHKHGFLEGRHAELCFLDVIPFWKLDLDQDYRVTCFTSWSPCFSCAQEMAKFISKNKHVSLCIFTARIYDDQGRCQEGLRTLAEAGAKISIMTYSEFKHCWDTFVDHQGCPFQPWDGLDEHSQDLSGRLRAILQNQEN
mIAP act: mouse IAP activation. AID 2805. muIAP, CDP-Star luminescence, 30 min; stronger effect = higher value; 1 = vehicle-only enzyme signal, 0 = enzyme-free wells. 0.24% of 330,000 active. activation factor at 10 µM;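 active means activation factor of at least 2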; further: the source names both 10 and 20 µM as test concentration; values of inactives mirror those of a sister screen read the other way
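Assay system: mouse IAP enzyme; reagent: chemiluminescent substrate CDP-Star; dosing: test compounds delivered from DMSO solution; schedule: 30 min at room temperature; measured by: luminescence from enzymatic CDP-Star hydrolysis; controls: DMSO-only wells and no-enzyme negative control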
A3A deaminase: inhibitors of human APOBEC3A DNA deaminase. 0.41% of 330,000 active. inhibition, % at 20 µM. recombinant A3A, FAM/TAMRA ssDNA deamination fluorescence;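 active means at least 40% inhibition at 20 µM here, with at most 30% in a related deaminase screen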;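 further: plate controls were A3A with DMSO for no effect and wells lacking A3A enzyme for full effect; some results filed as inactive read as strong as hits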
Target sequence (P31941 whole entry, looked up): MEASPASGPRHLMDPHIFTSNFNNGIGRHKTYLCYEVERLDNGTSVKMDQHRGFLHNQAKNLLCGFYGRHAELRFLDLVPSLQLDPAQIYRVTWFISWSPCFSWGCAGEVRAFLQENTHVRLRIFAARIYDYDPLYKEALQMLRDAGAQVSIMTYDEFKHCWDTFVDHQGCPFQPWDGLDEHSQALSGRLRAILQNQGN
beta cell repl: MIN6 beta-cell proliferation induction | MIN6 cells proliferation, ATPlite luminescence, 48 h; cells starved in 0.2% serum; 100% = growth in 10% serum | proliferation, % at 10 µM | 0.29% of 330,000 active | AID 2380;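 active means compounds whose signal lies at least 3.5 SD above the mean of all wells on their plate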;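 further: 0% = DMSO-treated cells in low-serum medium and 100% = 10% serum control; some compounds called inactive have numbers as strong as hits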
hIAP inh: human IAP inhibition. AID 2544. purified IAP, CDP-Star luminescence, 30 min. 0.12% of 330,000 active. P09923. inhibition, % at 10 µM;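 active means inhibition reaching a set limit with compound at 10 µM in the primary screen, cut at about 35% in these data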;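 further: plate controls were DMSO wells with enzyme for no effect and no-enzyme buffer wells for full effect; values of inactives mirror those of a sister screen read the other way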
TIM10 inh: growth inhibitors of TIM10 yeast strain; S. cerevisiae TIM10 strain growth, BacTiter-Glo luminescence, 24 h; inhibition, % at 10 µM; 1.4% of 330,000 active;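 active means inhibition of 40% or more at the single tested concentration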;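 further: wild-type TIM10 isogenic control strain grown at permissive 25 °C; 0% = DMSO yeast wells and 100% = minimal medium wells without yeast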
tim10-1 inh: inhibits growth of tim10-1 mutant yeast; 2.2% of 330,000 active; AID 463190; S. cerevisiae tim10-1 ts strain growth, BacTiter-Glo, 24 h; inhibition, % at 20 µM;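 active means inhibition of at least 40%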;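 further: mutant grown at 25 °C; 0% = DMSO wells with yeast and 100% = wells holding no yeast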
NLRP3 yeast inh: blocks the NALP3 inflammasome reconstituted in yeast. Yeast reconstituted NLRP3/ASC/caspase-1, beta-gal luminescence, 24 h. inhibition, % at 10 µM. 0.39% of 330,000 active. AID 2825;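 active means inhibition of 50% or more; inactive means inhibition below 50%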;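 further: plate controls were induced DMSO wells for no effect and uninduced yeast grown without galactose for full effect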
* hit, by the source's call. The order is random (roughly 4.6% active in at least one column).

SMILES	mIAP inh	APOBEC3G inh	mIAP act	A3A deaminase	beta cell repl	hIAP inh	TIM10 inh	tim10-1 inh	NLRP3 yeast inh
CCC(C)c1ccc(NC(=S)NN2CCOCC2)cc1 (stereo not drawn)	5	1	0.95	0	0	2	-14	0	-8
CSc1nc(C)cc(OCC(=O)N/N=C/c2ccccc2O)n1	7	-6	0.93	-3	-5	-71	3	3	16
CCC(=O)c1ccc(OCC(=O)OCC(=O)Nc2cccc(S(=O)(=O)N3CCCC3)c2)cc1	-8	-6	1.1	-3	-1	8	4	12	16
CCCN(CCC)c1nc(C#N)nc(N(CCC)CCC)n1	4	-1	0.96	-1	-7	-10	-30	28	9
COc1ccc(C(=O)CC(=O)Nc2ccc([N+](=O)[O-])cc2)cc1	2	-4	0.98	-4	-4	12	35	13	67*
CC(Oc1ccc(F)cc1)C(=O)Nc1cc(C(F)(F)F)ccc1-n1cncn1 (stereo not drawn)	-7	5	1.1	7	-4	4	1	31	50
CC1CCC(NC(=O)CSc2ccc(S(=O)(=O)N(C)C)cn2)CC1 (stereo not drawn)	3	-7	0.97	-3	2	2	5	20	8
Cn1c(CCn2ccccc2=O)nc2cc(NC(=O)COc3ccccc3)ccc21	3	0	0.97	1	-2	18	1	5	3
COc1cccc(C2(C)NC(=O)N(CC(=O)Nc3ccc(N4CCOCC4)cc3)C2=O)c1 (stereo not drawn)	-1	-4	1	-2	5	-7	-13	-12	-4
O=c1c2ccccc2nc(COc2ccccc2)n1/N=C/c1cn[nH]c1-c1ccccc1	3	-1	0.97	-3	3	12	26	14	-11
COc1ccc(NC(=O)c2ccccc2-c2ccccc2)cc1	0	-6	1	-2	1	-4	6	9	26
C=CCN1C(=O)C(Cc2cccc(C)c2)SC1=Nc1ccc(C(=O)O)cc1 (stereo not drawn)	-6	0	1.1	-2	0	6	-9	25	13
Cc1cccc(NC(=O)c2ccc(C(=O)c3ccccc3)cc2)n1	4	-2	0.96	2	-4	2	5	-1	17
CC(C)N1C(=O)C(=O)N(CC(=O)N(C)c2ccccc2)C1=O	7	-6	0.93	-2	-3	-2	-9	2	1
CC(C)c1ccc(-c2nc(N3CCCC3)nc3n[nH]c(N)c23)cc1	-5	0	1.1	2	-1	-3	12	7	2
COc1ccc(Cl)cc1N(CC(=O)Nc1ccccc1SC)S(C)(=O)=O	6	-2	0.94	-2	-4	0	27	25	4
COc1ccc(S(=O)(=O)N(C)C)cc1NC(=O)COC(=O)Cn1cnc2ccccc2c1=O	-12	-5	1.1	-3	6	1	-1	-12	12
O=C(CSCC(=O)N1CCCCC1)Nc1nc(-c2cccs2)cs1	2	-2	0.98	-1	-3	19	2	36	12
CC(C)c1ccc(NC(=S)N2CCCC(c3ccc(F)cc3)=N2)cc1	10	14	0.9	3	-3	8	20	31	9
COc1cc(C2C(C#N)=C(N)Oc3n[nH]c(-c4cccnc4)c32)ccc1OCC(N)=O (stereo not drawn)	3	-3	0.97	-2	-3	2	-2	7	-4
Cc1cc2ncn(CCCCOc3ccccc3)c2cc1C	1	-3	0.99	0	-5	-27	35	30	24
C=CCN(C(=O)COC(=O)c1cc[n+]([O-])cc1)c1nc(-c2ccccc2)cs1	10	-3	0.9	-2	-1	0	4	-25	25
CN(C)S(=O)(=O)c1cccc(NC(=O)c2ccccc2OCc2ccc(F)cc2)c1	3	-6	0.97	-2	-4	8	23	17	23
CSc1nc2nccc(-c3ccc(-c4ccccc4)cc3)n2n1	-7	-4	1.1	0	-4	9	12	20	-28
CCn1c(C)nc2cc(C(=O)NNC(=S)NC(=O)c3ccccc3)ccc21	29	-7	0.71	-4	-2	-58	4	7	26
Other records follow.
SMILES	mIAP inh	APOBEC3G inh	mIAP act	A3A deaminase	beta cell repl	hIAP inh	TIM10 inh	tim10-1 inh	NLRP3 yeast inh
Nc1nn(-c2ccccc2)c2ccc([N+](=O)[O-])cc12	8	-5	0.92	-5	-2	3	-6	18	30
COc1ccc(OCCOc2ccc(S(=O)(=O)N3CCCC3)cc2[N+](=O)[O-])cc1	6	-7	0.94	-2	1	-6	15	18	22
COc1cccc(C(=O)Nc2c3c(nn2-c2cccc(C)c2C)CS(=O)C3)c1OC (stereo not drawn)	7	-3	0.93	0	1	8	14	17	10
COc1ccc(/C=C2\SC(=S)N(CCC(=O)NCCCN3CCOCC3)C2=O)cc1	7	-7	0.93	-3	0	1	8	8	15
O=C(CCC(=O)c1cccs1)NNC(=O)c1ccccc1Cl	1	-6	0.99	-1	-2	-8	-5	2	13
COc1ccc(-c2nnc3n2-c2ccccc2SC3)cc1OC	-5	-4	1.1	2	-1	-4	3	15	11
CCS(=O)(=O)C1=NSC2=NC(=O)/C(=C\c3ccc(OS(=O)(=O)c4ccccc4)c(OC)c3)C(=N)N21	10	-2	0.91	-1	-3	-10	14	12	10
COc1ccc(C(=O)N2CC3(CC(c4ccc(Cl)cc4)=NO3)C[C@H]2C(=O)NCC(N)=O)cc1 (stereo partly drawn)	-8	-3	1.1	1	1	-1	13	-12	10
CCOc1ccc2c(c1)C(=NNC(=O)c1ccncc1)c1cc(OCC)ccc1-2	9	-6	0.91	-2	-6	5	30	27	23
O=C(CCc1n[nH]c(=O)[nH]c1=O)N1CCOCC1	4	-2	0.96	-1	3	8	10	1	6
CC1=C(C(=O)Nc2ccccc2C(=O)NCCCN2CCN(C)CC2)SCCO1	4	-2	0.96	-4	-4	-11	15	-5	0
CC(=O)OCC(=O)C1CCC2C3CC=C4CC(O)CCC4(C)C3CCC12C (stereo not drawn)	1	3	0.99	1	-3	3	23	21	74*
CCOc1ccc(OC(=O)c2cccc(S(=O)(=O)N3CCN(C)CC3)c2)cc1	8	6	0.92	60*	-4	-4	3	29	25
Fc1ccccc1CSc1nnc(Cn2cnc3ccccc32)n1-c1ccccc1	-4	3	1	2	-1	-8	13	14	9
CCCCCCCCCCCCC/C=C/[C@@H](O)[C@@H](N)CO	3	-4	0.97	0	-8	-2	22	44*	34
COc1ccc2[nH]c(C(=O)Nc3ccc(C)c(F)c3)cc2c1	-12	-5	1.1	-3	-2	4	1	-26	8
CCOCCCN(C(=O)c1snc(C(N)=O)c1N)C(C(=O)NC(C)(C)C)c1ccc(Cl)cc1 (stereo not drawn)	8	-8	0.92	-2	-2	-22	5	7	10
CN(CC(=O)Nc1cccc(Cl)c1)S(=O)(=O)c1ccc2c(c1)n(C)c(=O)c(=O)n2C	0	-4	1	-4	-1	-28	-6	-10	-12
CCN(C(=O)c1ccc(NC(C)=O)cc1)c1ccccc1C	6	2	0.94	-1	-3	-8	11	8	20
CCN(CC)S(=O)(=O)c1ccc2oc(Nc3ccc4c(c3)OCCO4)nc2c1	-9	-3	1.1	6	-2	-3	32	33	-64
CCn1ccnc1CN(C)C(=O)CCc1nnc(CCC2CCCCC2)o1	6	-4	0.94	-3	-2	-21	5	10	17
Cc1ccc(OCCNC(=O)CNC(=O)c2ccc(C)cc2)cc1	-10	5	1.1	3	4	30	3	4	5
CCOc1ccc(N(CC(=O)NCc2ccc(OC)cc2)S(=O)(=O)c2c(C)noc2C)cc1	-9	-8	1.1	-4	-4	-7	-12	1	4
O=C(NCc1ccc2c(c1)OCO2)C12CN(Cc3ccccc3)CC1C(c1cccc([N+](=O)[O-])c1)=NO2 (stereo not drawn)	6	7	0.94	0	-5	3	7	17	11
CCCCN(C(=O)C1CSC2(C)CCC(=O)N12)c1c(N)n(Cc2ccccc2)c(=O)[nH]c1=O (stereo not drawn)	-4	-2	1	-1	-1	-5	-6	4	9
The results go on:
SMILES	mIAP inh	APOBEC3G inh	mIAP act	A3A deaminase	beta cell repl	hIAP inh	TIM10 inh	tim10-1 inh	NLRP3 yeast inh
O=C(Nc1ccc(Cl)cc1)C1CC=CCC1C(=O)OCC(F)(F)C(F)F (stereo not drawn)	-5	-6	1	-1	-1	-4	-12	-6	8
Cc1cc(C)nc(NC(=S)Nc2ccc(F)cc2F)c1	10	3	0.91	2	-1	3	8	-20	13
Cc1ccc2c(CN3CCC(C(N)=O)CC3)cc(=O)oc2c1C	-2	-6	1	2	3	5	-6	-7	11
CC1(C)CC(=O)C/C(=N\NC(=O)C2CC23CCC3)C1 (stereo not drawn)	-13	-12	1.1	-3	-1	-14	-7	4	3
O=S(=O)(Nc1ccc(Cl)cc1)c1ccc(N2CCOCC2)c(NC(=S)NCCN2CCOCC2)c1	2	35	0.98	1	-3	-5	0	-7	14
N=c1c2c(n(Cc3ccc(Br)cc3)c3c1CCC3)CCCC2	3	-8	0.97	0	-6	-9	20	7	-14
O=C(c1ccco1)N1CCN(C(=O)c2ccc(Cn3cc(Br)cn3)o2)CC1	-9	4	1.1	3	5	-2	18	24	11
O=C(Nc1cccc(S(=O)(=O)N2CCCC2)c1)c1cccnc1	6	-6	0.94	0	4	20	8	-5	-5
O=C1SCCC1NC(=O)C(c1ccccc1)c1ccccc1 (stereo not drawn)	-10	2	1.1	5	-3	-15	15	10	11
Cc1ccc(C)c(C(=O)c2ccccc2NC(=O)c2ccccn2)c1	2	-4	0.98	-3	-1	-29	-14	11	21
COC(=O)c1cc2sc(Cl)cc2n1CC(=O)Nc1cccc(SC)c1	-22	-2	1.2	1	-4	-28	8	16	10

Entries listed so far that contain a Cl atom:
SMILES	mIAP inh	APOBEC3G inh	mIAP act	A3A deaminase	beta cell repl	hIAP inh	TIM10 inh	tim10-1 inh	NLRP3 yeast inh
COc1ccc(Cl)cc1N(CC(=O)Nc1ccccc1SC)S(C)(=O)=O	6	-2	0.94	-2	-4	0	27	25	4
O=C(CCC(=O)c1cccs1)NNC(=O)c1ccccc1Cl	1	-6	0.99	-1	-2	-8	-5	2	13
COc1ccc(C(=O)N2CC3(CC(c4ccc(Cl)cc4)=NO3)C[C@H]2C(=O)NCC(N)=O)cc1 (stereo partly drawn)	-8	-3	1.1	1	1	-1	13	-12	10
CCOCCCN(C(=O)c1snc(C(N)=O)c1N)C(C(=O)NC(C)(C)C)c1ccc(Cl)cc1 (stereo not drawn)	8	-8	0.92	-2	-2	-22	5	7	10
CN(CC(=O)Nc1cccc(Cl)c1)S(=O)(=O)c1ccc2c(c1)n(C)c(=O)c(=O)n2C	0	-4	1	-4	-1	-28	-6	-10	-12
O=C(Nc1ccc(Cl)cc1)C1CC=CCC1C(=O)OCC(F)(F)C(F)F (stereo not drawn)	-5	-6	1	-1	-1	-4	-12	-6	8
O=S(=O)(Nc1ccc(Cl)cc1)c1ccc(N2CCOCC2)c(NC(=S)NCCN2CCOCC2)c1	2	35	0.98	1	-3	-5	0	-7	14
COC(=O)c1cc2sc(Cl)cc2n1CC(=O)Nc1cccc(SC)c1	-22	-2	1.2	1	-4	-28	8	16	10
